PTAP TSG101 blk – qHTS Assay for Iinhibitors of HIV-1 Budding by Blocking the Interaction of PTAP/TSG101; Tumor susceptibility gene 101 protein (Homo sapiens), Q99816; Fluorescence polarization, FITC-PTAP peptide / Tsg101 binding; Potency, µM (series often up to 115 µM), without a hit: at the top dose activity change, negative = inhibition, most hits filed as inhibitors; 340,000 tested, under 10 active; active means well fitted inhibition curve with a large enough effect in the main read-out, with a control signal flat, not every such curve was filed as active; inconclusive means small, poorly fitted or top-dose-only effect, or effect the other way, or a change in a side signal; inactive means no such curve, though single readings can be large or run the other way; further: potency means the concentration at half of the fitted maximal effect; % of control where 0% means no effect
Target sequence (Q99816 whole entry, looked up): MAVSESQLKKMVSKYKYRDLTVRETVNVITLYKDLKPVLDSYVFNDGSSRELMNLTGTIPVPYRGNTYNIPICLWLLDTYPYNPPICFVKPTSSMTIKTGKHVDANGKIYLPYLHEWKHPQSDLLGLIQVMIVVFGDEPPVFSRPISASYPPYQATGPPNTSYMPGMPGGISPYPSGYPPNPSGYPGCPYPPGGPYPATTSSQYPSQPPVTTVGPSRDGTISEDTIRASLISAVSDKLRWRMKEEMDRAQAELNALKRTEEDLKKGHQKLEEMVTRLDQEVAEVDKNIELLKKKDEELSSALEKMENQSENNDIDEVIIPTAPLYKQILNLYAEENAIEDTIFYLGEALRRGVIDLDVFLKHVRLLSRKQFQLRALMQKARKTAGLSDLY
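Steps: Tsg101 binding domain dispensed (10 uM final), compounds pinned in DMSO, FITC-labeled PTAP-motif peptide added (50 nM final); after 20 min binding at room temperature, polarization measured.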
a7 integrin act – qHTS for Activators of Integrin-Mediated Alleviation for Muscular Dystrophy | Potency, µM (series often up to 38.3 µM), for inactives: top-dose activation, hits mostly activators | alpha7betagal myoblasts, beta-gal FDG fluorescence, 48 h | AID 624291, 2012 | 350,000 compounds, 0.064% hits;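 further: potency means the concentration at half of the fitted maximal effect; 100% = response of the positive control SU9516; nearly all actives have a fitted effect of over 60% in size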
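Alpha7betagal+/- myoblasts (passage 13) were plated 16-24 hr, then exposed to compounds (1:260 dilution of DMSO stock) for 48 hours at 37C. After MPER lysis, β-galactosidase reporter activity was read as FDG fluorescence (ex 480/em 540) after 30 minutes.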
BCR signal inh – qHTS Assay to Find Inhibitors of Chronic Active B-Cell Receptor Signaling; ABC-DLBCL IkBa-CBG/CBR reporter, luminescence ratio, 4 h; Potency, µM (series often up to 46.1 µM), for the others: at the top dose ratio change, negative = lower green/red ratio, usual class: inhibitors; 340,000 compounds, 0.05% hits; AID 493014, 2011; active means well fitted inhibition curve with a large enough effect in the signal ratio, with a control signal flat, not every such curve was filed as active; inconclusive means small, poorly fitted or top-dose-only effect, or effect the other way, or a change in a side signal; the % refers to the signal ratio;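 further: potency means the concentration at half of the fitted maximal effect; plate controls were basal doxycycline-induced cells for no effect and cells given 10 µM MG132 for full effect; MG132 reads +100%, hits lower the ratio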
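Cell line TMD8 (human ABC DLBCL), stably expressing tet-inducible CBG68-IkBa fusion and CBR; IMDM/0.5% FBS; cpd up to 46 uM; dox induction, 4 h, 37C/5% CO2; dual luminescence; green/red ratio; MG132 control.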
GALK inhibitor – qHTS Assay for Inhibitors of Human Galactokinase (GALK); P51570; Purified GALK, Kinase-Glo residual ATP luminescence; Potency, µM (titrated, usually from 57.5 µM), for inactives: at the highest dose activity change, negative = inhibition, hits mostly inhibitors; AID 1868, 2009; 270,000 compounds, 0.007% hits; further: potency means the concentration at half of the fitted maximal effect; on the % scale 0 is the no-effect control and ±100 the full control effect
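Quantitative HTS: GALK 5 nM, ATP 35 uM, galactose 100 uM, 1 h room temperature, then luciferase-based ATP detection.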
Tb PFK inh – qHTS Assay to Find Inhibitors of T. brucei phosphofructokinase; ATP-dependent 6-phosphofructokinase (Trypanosoma brucei brucei), O15648; Potency, µM (doses to about 57.5 µM), for the others: at the top dose activity, negative = inhibition, hits mostly inhibitors; AID 485367, 2010; T. brucei PFK, ADP-Glo luminescence; 330,000 compounds, 0.17% hits;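 further: potency means the concentration at half of the fitted maximal effect; 0% = uninhibited 1x PFK enzyme wells and -100% = no-enzyme wells; nearly all actives have a fitted effect of over 60% in size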
Target sequence (O15648 whole entry, looked up): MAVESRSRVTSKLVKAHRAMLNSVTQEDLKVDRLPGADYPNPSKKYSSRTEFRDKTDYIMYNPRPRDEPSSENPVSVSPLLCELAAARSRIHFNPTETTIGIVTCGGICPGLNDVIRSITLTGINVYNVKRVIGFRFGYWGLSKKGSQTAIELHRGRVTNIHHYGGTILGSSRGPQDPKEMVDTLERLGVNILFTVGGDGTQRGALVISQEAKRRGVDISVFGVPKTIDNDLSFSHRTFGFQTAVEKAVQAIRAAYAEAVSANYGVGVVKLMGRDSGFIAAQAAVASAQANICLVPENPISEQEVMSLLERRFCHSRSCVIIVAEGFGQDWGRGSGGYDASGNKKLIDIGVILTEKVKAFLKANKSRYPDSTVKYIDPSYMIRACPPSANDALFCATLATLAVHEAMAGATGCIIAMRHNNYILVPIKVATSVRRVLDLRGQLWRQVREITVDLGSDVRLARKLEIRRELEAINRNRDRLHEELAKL
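ADP-Glo luminescence quantified ADP after 45 min at room temperature, with 1.25 nM T. brucei PFK, 0.1 mM ATP and 0.5 mM fructose-6-phosphate in pH 8.0 TEA buffer. qHTS titrations up to 57 µM; curves classified by quality.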
B2AR arrestin – qHTS assay of beta-arrestin-biased ligands of beta2-adrenergic receptor. 330,000 compounds, 0.02% hits. AID 492947, 2010. beta-arrestin recruitment to beta2AR, cell-based reporter. Beta-2 adrenergic receptor (Homo sapiens), P07550. Potency, µM (highest dose often 46.1 µM), for the others: top-dose activation, usual class: activators;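 further: potency means the concentration at half of the fitted maximal effect; 0% = DMSO controls and full agonism = EC100 isoproterenol or metaproterenol; nearly all actives have a fitted effect of over 65% in size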
FBPA coupling cs – qHTS Assay for Inhibitors of Fructose-1,6-bisphosphate Aldolase from Giardia Lamblia: Coupling assay counterscreen. AID 2472, 2010. 290,000 compounds, 0.67% hits. activity change, negative = inhibition, % at 58.2 µM, hits read low. coupling enzyme system counterscreen, AmpLite Red fluorescence; in the data active means activity change below about -30%; further: on the % scale 0 is the no-effect control and ±100 the full control effect
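Final compound at 57.5 uM, incubated 10 min at RT with coupling enzyme reagent (glyceraldehyde-3-phosphate), then 20 min with substrate and AmpLite Red detection. Fluorescence read at 525/598 nm; tests interference with the coupling assay, not aldolase inhibition.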
Giardia kill – Small Molecules that selectively kill Giardia lamblia: qHTS; activity change, % at 7.66 µM, hits read low; Giardia lamblia trophozoite viability; AID 540267, 2011; 340,000 compounds, 0.15% hits; in the data active means activity change below about -80%; inconclusive means between about -30% and that limit;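 further: parasites exposed to compound for two days anaerobically before the ATP read; on the % scale 0 is the no-effect control and ±100 the full control effect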
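Trophozoites 100 cells/well + cpd; 48 hrs, 37 deg C, anaerobic. ATPLite 1-Step added, 15-30 min RT, luminescence read (ATP-based viability).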
S-ASM inh – Inhibitors of Secretory Acid Sphingomyelinase (S-ASM): qHTS; 340,000 compounds, 0.006% hits; placental ASM, HMU-PC fluorogenic substrate, 60 min; Sphingomyelin phosphodiesterase (Homo sapiens), P17405; Potency, µM (top dose mostly 57.5 µM), inactives show at the highest dose activity change, negative = inhibition, actives largely listed as inhibitors; further: potency means the concentration at half of the fitted maximal effect
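qHTS format. ASM enzyme prepared from human placenta hydrolyses the fluorogenic substrate HMU-PC0 (9 uM final) over 60 min at 37 °C after a 10 min compound preincubation.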
Menin-MLL TR inh – qHTS Assay for Inhibitors Targeting the Menin-MLL Interaction in MLL Related Leukemias: Competition With Texas Red Labeled MLL-derived Mutant Peptide | 270,000 compounds, 0.23% hits | AID 1768, 2009 | O00255 | Potency, µM (highest dose often 61.6 µM), inactives show at the highest dose FP activity change, negative = inhibition, most hits filed as inhibitors | Menin + Texas Red MLL mutant peptide, fluorescence polarization; active means well fitted inhibition curve with a large enough effect in the polarisation, with a control signal flat, not every such curve was filed as active; inconclusive means small, poorly fitted or top-dose-only effect, or effect the other way, or a change in a side signal; inactive means no such curve, though single readings can be large or run the other way; the % refers to the polarisation; further: potency means the concentration at half of the fitted maximal effect; % of control where 0% means no effect; many of its hits are not listed in these tables
PKM2 act – qHTS Assay for Activators of Human Muscle isoform 2 Pyruvate Kinase. Pyruvate kinase PKM (Homo sapiens), P14618. purified PKM2, Kinase-Glo ATP luminescence, activation; response scale: 0% is enzyme alone, no compound. Potency, µM (top dose mostly 57.5 µM), for the others: top-dose activation, usual class: activators. 260,000 compounds, 0.34% hits. AID 1631, 2009; further: potency means the concentration at half of the fitted maximal effect; on the % scale 0 is the no-effect control and ±100 the full control effect; nearly all actives have a fitted effect of over 55% in size
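Purified hPK-M2 (>95% pure) converted ADP (0.1 mM final) to ATP with 0.5 mM PEP in 50 mM imidazole pH7.2, KCl, MgCl2, Tween 20, BSA; 1 h at room temperature. ATP detected by Kinase-Glo luminescence.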
* hit, by the source's call; ? = inconclusive; · = no result given; [ ] = remark or other dose. Unless noted, the call rests on the fitted dose curve; in most records, active means well fitted curve in the direction sought with a large enough effect; inconclusive means small, poorly fitted or top-dose-only effect, or another doubt; inactive means no such curve, though single readings can be large; an effect the other way counts as inactive or inconclusive.

SMILES	PTAP TSG101 blk	a7 integrin act	BCR signal inh	GALK inhibitor	Tb PFK inh	B2AR arrestin	FBPA coupling cs	Giardia kill	S-ASM inh	Menin-MLL TR inh	PKM2 act
O=C(COc1ccc2ccccc2c1)NCCc1ccc2c(c1)OCCO2	-1%	-14%	-1%	-2%	1%	-0.1%	-1	-6	-5%	17%	-1%
Cc1ccccc1OCC(=O)OCC(=O)NCC1CCCO1 (stereo unspecified)	-1%	16%	-2%	1%	-2%	0.1%	-1	3	1%	-4%	-11%
CC(/C=C1\SC(=S)N(NC(=O)c2ccccc2C)C1=O)=C\c1ccccc1	-1%	-6%	?	-2%	0%	-1.2%	-4	9	?	?	0%
Cc1ccc(Cl)c(NC(=O)CSc2n[nH]c(=O)n2C2CC2)c1Cl	1%	21%	-1%	·	5%	0.0%	·	-3	4%	·	·
CC1CN(S(=O)(=O)c2cccc(C(=O)Nc3cc(Cl)ccc3N3CCOCC3)c2)CC(C)O1 (stereo unspecified)	1%	3%	-2%	·	-3%	-0.9%	·	14	-1%	·	·
COc1ccc(Br)cc1CN(C)CC(=O)Nc1cc(Cl)ccc1Cl	-1%	-22%	-4%	1%	0%	-1.3%	-2	16	-4%	-18%	-3%
Cc1ccc(N2CC(C(=O)NCc3ccco3)CC2=O)cc1Cl (stereo unspecified)	-1%	1%	?	-4%	2%	-0.1%	·	4	2%	·	12%
COc1ccc(CNC(=O)c2cccc(C)c2[N+](=O)[O-])cc1	-2%	21%	2%	·	-2%	-0.6%	0	-15	2%	8%	-1%
O=c1ccn(Cc2ccccc2)c(=O)n1Cc1ccccc1	-2%	1%	-2%	0%	0%	-0.2%	1	-5	-1%	-21%	4%
O=S1(=O)N=C(N(CCO)/N=C/c2ccccc2)c2ccccc21	0%	1%	?	6%	1%	-0.1%	1	-3	8%	0%	1%
O=C(COC(=O)Cc1ccccc1F)NCc1ccc(Cl)cc1	1%	-15%	0%	·	-12%	-0.2%	·	-8	1%	·	·
COCCn1cnc2c1c(=O)n(CC(=O)OCC(=O)NCC(F)(F)F)c(=O)n2Cc1ccccc1	-1%	-8%	-2%	4%	0%	-0.4%	-4	24	5%	-7%	-7%
CC(=O)C1CCCN(C(=O)c2ccc3oc(CCc4ccccc4)nc3c2)C1 (stereo unspecified)	-4%	-13%	2%	5%	-1%	-0.9%	2	-3	5%	-13%	2%[0.46 µM]
COC(=O)c1c(SCc2cccc3ccccc23)nc(=O)[nH]c1C	-9%	2%	-23%	-1%	0%	0.0%	7	-16	-6%	·	7%
CCOc1cc(N2CCOCC2)c(OCC)cc1NC(=O)c1cc(S(=O)(=O)N2CCOCC2)ccc1Cl	0%	-5%	-1%	·	19%	-0.3%	·	11	-1%	·	·
Nc1nc(N)nc(-c2ccc(Cl)cc2)n1	-9%	-7%	?	2%	-3%	-0.4%	4	-3	0%	4%	9%
CS(=O)(=O)c1nc(-c2ccc(F)cc2)cc(C(F)(F)F)n1	-1%	-16%	?	-4%	-15%	0.0%	0	-14	-1%	-8%	7%
NC(=O)c1ccccc1NC(=O)CCn1c(=S)oc2ccccc21	1%	11%	-5%	·	-7%	-0.3%	-4	1	2%	16%	·
O=C(OCC(=O)c1c[nH]c2ccccc12)C1=COCCO1	-10%	2%	5%	4%	-1%	0.1%	-1	-2	-2%	-16%	-9%
COc1ccc(C2C(C(=O)N3CCCC3)CC(=O)N2c2ccc(OC)cc2)cc1 (stereo unspecified)	-7%	-34%	?	3%	23%	-0.2%	1	14	1%	-19%	5%
COc1ccc(/C=N/n2c(=O)[nH]c3c([nH]c4ccc(Br)cc43)c2=O)cc1CN1CCOCC1	2%	18%	0%	0%	11%	0.5%	0	0	-12%	6%	-2%
O=C(NCc1ccccc1Cl)C(=O)NCC1OCCN1S(=O)(=O)c1cccs1 (stereo unspecified)	-4%	-12%	-25%	-2%	-3%	0.3%	1	-2	-4%	21%	0%
C=CCn1c(=NC(=O)C2CC2)sc2cc(NC(C)=O)ccc21	0%	-13%	6%	0%	1%	-0.3%	-3	8	-5%	0%	-10%
CCOC(=O)c1cc(C#N)c(SC)nc1-c1ccccc1	-3%	-2%	5%	-1%	-4%	0.3%	6	-13	-9%	1%	-7%
O=C(Nc1nnc(-c2ccccc2Cl)o1)c1nc2ccccc2s1	-3%	-9%	?	-6%	-1%	-0.2%	-1	6	2%	?	0%
Continued.
SMILES	PTAP TSG101 blk	a7 integrin act	BCR signal inh	GALK inhibitor	Tb PFK inh	B2AR arrestin	FBPA coupling cs	Giardia kill	S-ASM inh	Menin-MLL TR inh	PKM2 act
COc1ccc(Br)cc1/C=N/NC(=O)CN1CCN(Cc2ccccc2)CC1	4%	-45%[inhibitor]	?	-1%	0%	0.4%	-4	-20	0%	·	-3%
CC(Sc1nnc(COc2ccccc2)n1Cc1ccccc1)C(=O)O (stereo unspecified)	-5%	17%	14%	1%	-8%	-0.8%	24	3	5%	5%	-3%
Cc1cc(C)c(NC(=O)C(C)N2CCCCCC2)c(C)c1 (stereo unspecified)	-2%	7%	3%	0%	0%	-0.2%	-1	4	-1%	-4%	4%
CC(=O)Cc1cc(O)c2ccccc2c1OC(=O)c1ccccc1	2%	-51%[inhibitor]	?	0%	1%	4.5%	-20	-2	-11%	-3%	4%
O=C(COC(=O)c1ccccc1SCC(=O)N1CCCC1)Nc1ccccc1C(F)(F)F	-3%	20%	1%	-6%	0%	-0.4%	·	-7	·	·	-1%
CC(C)CNC(=O)C1c2ccccc2Oc2ccccc21	2%	-10%	-4%	6%	-3%	-0.1%	1	14	-2%	0%	-3%
COc1ccc(/C=N/NC(=O)c2[nH]c3ccc(Cl)cc3c2-c2ccccc2)c(C(=O)O)c1OC	-2%	13%	?	-5%	1%	-0.8%	23	3	14µM*	?	·
O=C(COC(=O)c1cc[n+]([O-])cc1)NCc1ccccc1Cl	-3%	13%	-6%	0%	2%	-0.1%	0	-8	5%	10%	27%
CC(C)CC(=O)O/N=C1\C(=O)N(c2ccccc2)c2ccccc21	-5%	0%	-1%	·	1%	0.1%	0	15	0%	-24%	-5%
CC(=O)c1ccc(NC(=O)c2cn(-c3ccccc3)nc2-c2ccncc2)cc1	-8%	-16%	3%	0%	-2%	0.4%	-2	-14	-2%	-1%	-8%
CCOC(=O)c1cc(C)[nH]c1C	-2%	-14%	1%	-1%	0%	-0.1%	-1	-9	5%	·	-2%

Single records, as listed above. Values in the order: PTAP TSG101 blk, a7 integrin act, BCR signal inh, GALK inhibitor, Tb PFK inh, B2AR arrestin, FBPA coupling cs, Giardia kill, S-ASM inh, Menin-MLL TR inh, PKM2 act
Listed for CC(C)CC(=O)O/N=C1\C(=O)N(c2ccccc2)c2ccccc21 : -5%, 0%, -1%, ·, 1%, 0.1%, 0, 15, 0%, -24%, -5%
Listed for CC(=O)Cc1cc(O)c2ccccc2c1OC(=O)c1ccccc1 : 2%, -51%[inhibitor], ?, 0%, 1%, 4.5%, -20, -2, -11%, -3%, 4%
Listed for O=C(COC(=O)c1ccccc1SCC(=O)N1CCCC1)Nc1ccccc1C(F)(F)F : -3%, 20%, 1%, -6%, 0%, -0.4%, ·, -7, ·, ·, -1%
Listed for CC(=O)c1ccc(NC(=O)c2cn(-c3ccccc3)nc2-c2ccncc2)cc1 : -8%, -16%, 3%, 0%, -2%, 0.4%, -2, -14, -2%, -1%, -8%
Listed for Cc1cc(C)c(NC(=O)C(C)N2CCCCCC2)c(C)c1 (stereo unspecified) : -2%, 7%, 3%, 0%, 0%, -0.2%, -1, 4, -1%, -4%, 4%

Not all compounds are listed; rates above refer to the full screens.
